Source: PubChem
NCI-60 one-dose screen, 48 h, at 10 µM unless noted. Numbers give growth in % (100 = growth as untreated, 0 = no growth, -100 = all killed).
HL-60(TB) = HL-60(TB) leukemia cells | hit rate 9% among 78,000 | AID 1794776; active = growth percent below 10
Starred values were filed as active, the others as inactive; & = joins results of further samples; [ ] = remark or other dose. These rows are one share of the data. The share of hits here may be higher or lower than overall.

SMILES	HL-60(TB)
O=C(O)CCCCCCCCCCCCCCC(=O)O	102
Cn1c(COC(=O)NCCn2ccnc2)nc2c(N3CCOCC3)nc(-c3ccccc3)nc21	-38*
O=C1C(Cl)=C(Cl)C1(Cl)Cl	129
CCCCOS(=O)(=O)c1ccccc1	111
CC(=O)Oc1c(C)[nH]ccc1=O	111
CCCCCCCCCCCCNC(=O)N1C(=O)CCC1C(=O)NCc1ccc(Cl)cc1Cl (stereo unspecified)	72
CCCCCCCCCCCCCCCC[N+](C)(CCO)Cc1cnc[nH]1 (stereo unspecified)	-81*
COc1cc(C2=NN(C(C)=O)C(c3ccc(Cl)cc3)O2)c(OC(C)=O)c2ccccc12 (stereo unspecified)	90
Cc1ccc(CC(C)C=O)cc1 (stereo unspecified)	103
CCN(CC)CCCCNc1ccnc(N)n1	104
CNC1=C([N+](=O)[O-])C(c2ccc(C#N)cc2)C(C#N)=C(c2ccc[nH]2)O1 (stereo unspecified)	90
COc1ccc(-c2cnc3[nH]c(-c4cc(OC)ccc4OC)c(C#N)c(=O)n23)cc1	112
Cc1ccc(S(=O)(=O)Oc2ccc(C3N=C(N)Nc4nc5ccccc5n43)cc2)cc1 (stereo unspecified)	96
Cn1cc(-c2cnc3ccc(NC(=O)Nc4ccc(F)c(Br)c4)cc3n2)cn1	14
CCC(C)C(C)(C)O (stereo unspecified)	102
CNC(=O)Nc1ccccc1C(=O)NN	99
CCCCCCCCCCCCCC1=NCCN1CCO	2.3*
N#Cc1c(Nc2ccc([N+](=O)[O-])cc2)nc2sc3cc(Cl)c(Cl)cc3n2c1=O	106
O=C(CSc1nnc(-c2ccc(-c3nc4ccccc4[nH]3)cc2)o1)Nc1ccc(Cl)cc1	38
COC(=O)[C@H](Cc1ccccc1)NC(=O)[C@@H]1CCCN1C(=O)CNC(=O)[C@H](CCSC)NC(=O)OCc1ccccc1	100
Cc1cc(N2CCCC2)nc(N(CCCNc2ccnc3cc(Cl)ccc23)Cc2ccccn2)n1	23
O=C1O[C@@H](c2ccccc2Cl)[C@@H]2c3cc4c(cc3CCN12)OCO4	92
O=CN1N=C(c2cccc(Nc3ccncc3)c2)CC1c1ccccc1 (stereo unspecified)	101
CCCCCCCCC1(C)CCC(=O)O1 (stereo unspecified)	95
NCCNC(=O)c1cccc(COc2ccccc2NC(=O)c2cc([N+](=O)[O-])c[nH]2)c1	86
CCN(CC)CC(O)CCNc1ccnc2cc(Cl)ccc12 (stereo unspecified)	90
O=C1c2cccc(S(=O)(=O)O)c2C(=O)c2cccc(S(=O)(=O)O)c21	88
S=c1nc(-c2ccccn2)c(-c2ccccn2)n[nH]1	93
O=[N+]([O-])c1ccc2c3c(cccc13)-c1ccccc1-2	112
O=C(Nc1ccccc1)c1sc(-c2cccc(C(F)(F)F)c2)cc1O	40
CCCC(O)c1ccccc1Cl (stereo unspecified)	86
Oc1ccc(S)cc1	98
COc1cc(C2CC(c3cccs3)=NN2c2ccc(S(N)(=O)=O)cc2)cc(OC)c1OC (stereo unspecified)	107
CC(C(=O)O)c1ccc2c(c1)[nH]c1ccc(Cl)cc12 (stereo unspecified)	97
O=S1(=O)OCCOS(=O)(=O)C1(Br)Br	104
CC(=O)O[C@H]1C[C@@]2(C)[C@@H](C[C@@H](O)[C@H]3[C@@]4(C)CC[C@H](NC(=O)c5cnccn5)[C@@H](C)[C@@H]4CC[C@@]32C)/C1=C(\CCC=C(C)C)C(=O)O	101
N#CCCC(C#N)(CCC#N)c1ccccc1	100
Nc1cccc(-c2cccc(Oc3ccc4nnc(Cl)n4n3)c2)c1	100
NC(Cc1cc(Br)c(O)c(Br)c1)C(=O)O (stereo unspecified)	96
N=C(N)c1ccc(-c2ccc(-c3ccccc3)s2)nc1	17
O=C1CC2OC3c4ccccc4N4C(=O)COC24C3C1 (stereo unspecified)	92
COc1ccc(Nc2nnc(SCc3ccccc3F)s2)cc1	86
CCOC(=O)CNc1ncnc2onc(-c3ccccc3)c12	91
CCCN1C(=O)N(CCC)C2C1NN=C1SC(c3ccccc3)=CC(=O)N12 (stereo unspecified)	79
COc1ccc(C2=Nc3ccccc3SC(c3ccc(OC)cc3)C2)cc1 (stereo unspecified)	88
FC(F)(F)c1ccc(Nc2nnc(-c3ccccc3)o2)cc1	92
COc1ccc(/C=C/c2nc3ccccc3n3c(-c4cccc([N+](=O)[O-])c4)nnc23)cc1	-49*
O=C1c2cccc3c2C2(O)c4c1cccc4C(=O)c1cccc(c12)C3=O	78
CC[C@]12C=CCN3CC[C@@]4(c5ccc(OC)cc5N(C)[C@H]4[C@@](O)(C(=O)OC)[C@@H]1OC(=O)CCCC[P+](c1ccccc1)(c1ccccc1)c1ccccc1)[C@@H]32	-64*
COc1ccc(-c2nc(Nc3nc4ccccc4[nH]3)nc(N)c2C#N)cc1	98
C#CCOc1cccc(Nc2ncnc3c(NC(=O)C=C)cccc23)c1	-4.7*
CC(C)(C)OC(=O)N1CCc2c(sc3ncnc(N/N=C/c4cccc(Br)c4)c23)C1	72
c1ccc(Oc2ccc(Nc3ncnc4onc(-c5ccccc5)c34)cc2)cc1	99
O=C1/C(=C/C2=Cc3ccccc3OC2)SC(=S)N1c1ccccc1F	88
COc1cc2c(cc1OCCCCN1CCN(CC(=O)Nc3ccc(Cl)cc3C(=O)c3ccccc3Cl)CC1)N=CC1CCCN1C2=O (stereo unspecified)	-72*
COc1ccccc1/C=C1N=C(/C=C/c2ccccc2)OC/1=O	100
C#C[C@]1(O)CC[C@H]2[C@@H]3CCc4c(C)ccc(O)c4[C@H]3CC[C@@]21C	100
C=C(C)[C@@H]1CC[C@]2(C)[C@H](CC=C3[C@@H]4CC(C)(C)CC[C@]4(CO)CC[C@]32C)[C@@]1(C)CCCN	-69*
COc1ccc(C(C)=O)cc1OCc1ccccc1	99&105
Nc1nc(N)c(C=O)c(=O)[nH]1	97

The listing continues:
SMILES	HL-60(TB)
COC(=O)C(OC(C)=O)C(OC(C)=O)c1ccc(OC)c(OC)c1 (stereo unspecified)	81
CC1=NN(C(=O)c2cc(Cl)cc([N+](=O)[O-])c2)C(=O)C1N=Nc1ccccc1C(=O)O (stereo unspecified)	104
CN1C2CCC1CC(=O)C2	97
CCCc1cc(=O)n2c(C(=O)Nc3cccc(C(=O)OCC)c3)c(C(=O)Nc3ccc(F)cc3)sc2n1	74[30 µM]
COc1ccc(-c2nc(SCC(=O)NC3=NN=C(c4ccccc4)CS3)[nH]c(=O)c2C#N)cc1	94
CCOC(=O)c1[nH]c(CO)c(C(=O)OCC)c1C	106
CC(C)(CO)CN1CCCC1	96
COc1ccc(OCC(=O)Nc2ccc(-c3nc4ccccc4s3)cc2)cc1	64
Nc1ccn(C2CC=C(CO)O2)c(=O)n1 (stereo unspecified)	100
CCCC(=O)N[C@H]1C[C@H]2CC[C@@]1(C)C2(C)C	102
COc1ccc2[nH]c(-c3ccccc3)cc2c1	61
CC/C=N/NC(=O)c1[nH]c(=O)c2c(C)nc(-c3ccccc3)cc2c1O	81
O=C(c1ccc(Cl)cc1)C(Br)C(C[N+](=O)[O-])c1ccccc1 (stereo unspecified)	104
Nc1nn2c(-c3cccs3)ccnc2c1N=Nc1ccc(S(N)(=O)=O)cc1	99
O=C(C[n+]1ccccc1)c1cccs1	71

Among those listed so far, 6 have a thiophene ring, fused or not.
SMILES	HL-60(TB)
O=C(Nc1ccccc1)c1sc(-c2cccc(C(F)(F)F)c2)cc1O	40
COc1cc(C2CC(c3cccs3)=NN2c2ccc(S(N)(=O)=O)cc2)cc(OC)c1OC (stereo unspecified)	107
N=C(N)c1ccc(-c2ccc(-c3ccccc3)s2)nc1	17
CC(C)(C)OC(=O)N1CCc2c(sc3ncnc(N/N=C/c4cccc(Br)c4)c23)C1	72
Nc1nn2c(-c3cccs3)ccnc2c1N=Nc1ccc(S(N)(=O)=O)cc1	99
O=C(C[n+]1ccccc1)c1cccs1	71

The main list resumes, repeating the two entries before the break.
SMILES	HL-60(TB)
Nc1nn2c(-c3cccs3)ccnc2c1N=Nc1ccc(S(N)(=O)=O)cc1	99
O=C(C[n+]1ccccc1)c1cccs1	71
C=C(C)C(CCCCC)(C(=O)OCC)C(=O)OCC	89
O=[N+]([O-])c1ccc(N=Nc2ccccc2)cc1	67
CCN(CC)C(=O)C1(c2ccccc2)CC1CN (stereo unspecified)	96
O=C1NC(=O)C(O)(c2c[nH]c3ccccc23)C(=O)N1	98
Nc1nc2c(s1)Nc1ccccc1NC2=O	98
C=C1CCC2C(C)(COC(=O)CC)C(OC(=O)CC)CCC2(C)C1C/C=C1/C(=O)OCC1OC(=O)CC (stereo unspecified)	-44*
COc1ccc2cc(C(C)c3nnc(NC4CCCCC4)s3)ccc2c1 (stereo unspecified)	116
CCCCOc1nc2ccc(Cl)cc2cc1/C=C/C(=O)/C=C(/C=C/c1cc2cc(Cl)ccc2nc1OCCCC)OB(F)F	95
CC(=O)C(c1ccccn1)C(C)C (stereo unspecified)	105
COC(=O)C1(CS(C)=O)NC(=S)NC(=O)C1C#N (stereo unspecified)	99
Brc1cn2ccnc2c(-c2ccc3ncn(C4CCCCC4)c3c2)n1	82
OC1CCC2CCCCC2C1 (stereo unspecified)	177
NCC(=O)NNc1n[nH]c(=S)n1N	103
Cc1cc(C)c(Cc2ccccc2O)cc1Cc1ccccc1O	85
Cc1ccc(CC(N)C(=O)O)c(C)c1 (stereo unspecified)	106

Exported field by field: part of the list above.
> Brc1cn2ccnc2c(-c2ccc3ncn(C4CCCCC4)c3c2)n1
- HL-60(TB) = 82
> OC1CCC2CCCCC2C1 (stereo unspecified)
- HL-60(TB) = 177
> NCC(=O)NNc1n[nH]c(=S)n1N
- HL-60(TB) = 103

(next part)
SMILES	HL-60(TB)
C/C(=N/NC(N)=S)c1sc(Nc2ccccc2O)nc1C	35
O=C(CCCN1CCC(O)(c2cccc(C(F)(F)F)c2)CC1)c1ccc(F)cc1	91&82
COc1ccc(OC)c(NCC(O)c2ccccc2)c1 (stereo unspecified)	113
CCNc1ncnc2c1cnn2C1CCCCO1 (stereo unspecified)	93
COc1cc2ncnc(Nc3cccc(Cl)c3F)c2cc1OC(=O)N1CCN(C)C[C@H]1C	102
O=C(Cn1cccc(Nc2ccccc2)c1=O)Nc1ccccc1	118
Clc1c2ccccc2c(Cl)c2ccccc12	121
COc1ccc(/C=C2\C(=O)N=C3N2NC(=O)C(=O)N3c2ccccc2)cc1	101
CC(C)NC1C2CCC(CC2)C1(O)c1ccc(Cl)c(Cl)c1 (stereo unspecified)	98
O=S(Cc1ccc(Cl)cc1)c1ccccc1 (stereo unspecified)	85
CC(=O)O[C@@]1(c2cn(-c3cccc(C(=O)O)c3)nn2)CC[C@H]2[C@@H]3CCC4=CC(=O)CC[C@@H]4[C@H]3CC[C@@]21C	113
CCOC(=O)c1ccc2nc(-c3c(C)nn(-c4ccccc4)c3N3CCOCC3)[nH]c2c1	95
COc1nc(NCC(C)C)nc(NCC(C)C)n1	115
Cn1c(=O)c2nc(NCc3ccccc3)sc2n(C)c1=O	88
C=CCOC(=O)COC(=O)C(C)(C)OC(C)=O	91
